Screening results (PubChem BioAssay)
ATXN2 expr inh: ATXN2 expression inhibition | HEK-293 ATXN2-luciferase reporter, luminescence, 24 h | Potency, µM (titrated, usually from 57 µM), for inactives: top-dose activity change, negative = inhibition, most hits filed as inhibitors | 360,000 compounds, 0.72% hits | AID 1745845; note: potency is the fitted concentration of half-maximal effect; % is set by controls: 0 for no effect and ±100 for the full control effect; nearly all actives have a fitted effect of over 55% in size
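qHTS (up to 57 uM final) was run with 24 h compound exposure of reporter cells at 37 °C. Each well was multiplexed: SteadyGlo luminescence measured ATXN2-luciferase expression after a fluorogenic Gly-Phe-AFC viability readout (25 uM final).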
HepG2 tox: HepG2 cytotoxicity, counter-screen for TGF-b inhibitors | AID 588856 | Potency, µM (titrated, usually from 46.1 µM), without a hit: at the highest dose activity change, negative = cytotoxicity, usual class: cytotoxic | 410,000 compounds, 0.76% hits | HepG2 CAGA-GFP viability, ATP luminescence, 18 h; note: potency is the fitted concentration of half-maximal effect; some results filed as inactive show a strong effect at the top dose
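CellTiter-Glo luminescence gave cytotoxicity after 18 hours at 37 degrees C. The cells were HepG2 CAGA-GFP in 1% FBS DMEM, stimulated with 500 pg/mL TGF-beta after compound addition. %Activity was normalised to no-cell wells (complete cell-killing) and DMSO (no toxicity), and curves were fitted and classified.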
IL-1B inflam inh: inflammasome signaling inhibition, IL-1 beta readout; 360,000 compounds, 4.7% hits; activity change, % at 57.5 µM; AID 743279; THP-1 LPS/ATP IL-1B secretion, AlphaLISA, 16 h; hits give low values; in the data active = activity change below about -50%; inconclusive = mostly about -30% to -49%; note: % is set by controls: 0 for no effect and ±100 for the full control effect
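THP-1 cells pretreated 1 hr with compounds (up to 57.5 uM final), then stimulated with LPS (250 ng/mL final) plus ATP (1.25 mM final); secreted IL-1B measured by AlphaLISA after 16 hr, decreased signal indicating inhibition.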
MCF10A rereplic: inducers of DNA re-replication in MCF 10A breast cells; 350,000 compounds, 2.9% hits; MCF 10A DNA re-replication, Hoechst nuclear intensity, 48 h; Potency, µM (top dose mostly 46.1 µM), for inactives: at the highest dose activity, positive = re-replication, actives largely listed as activators; note: potency is the fitted concentration of half-maximal effect; % of control where 0% means no effect; nearly all actives have a fitted effect of over 50% in size
TGFb SMAD3 inh: inhibitors of TGF-b signaling | HepG2 CAGA-GFP TGF-b/SMAD3 reporter, GFP fluorescence, 18 h; TGF-beta stimulated, 500 pg/mL final | Potency, µM (series often up to 46.1 µM), for the others: top-dose activity, negative = inhibition, most hits filed as inhibitors | 410,000 compounds, 1.2% hits; note: potency is the fitted concentration of half-maximal effect; % is set by controls: 0 for no effect and ±100 for the full control effect; nearly all actives have a fitted effect of over 65% in size
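HEPG2 CAGA-GFP, 1000 cells/well; 2 h settle, 37 C; cpd via pin tool; TGF-b 500 pg/mL final; 18 h, 37 C; GFP imaging ex488/em500-530; %Activity normalised to -TGF-b and +DMSO controls; CRC fit, curve class.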
A549 tox: A549 cytotoxicity, counter-screen for Nrf2 inhibitors; 390,000 compounds, 0.16% hits; A549 ARE-Fluc cells, CellTiter-Fluor viability, 18-24 h; Potency, µM (top dose mostly 46 µM), for inactives: top-dose activity change, negative = cytotoxicity, hits mostly inhibitors; note: potency is the fitted concentration of half-maximal effect; % is set by controls: 0 for no effect and ±100 for the full control effect
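A549 ARE-Fluc cells in 5% FBS OPTI-MEM, 5000 cells/well, rested 2 h then exposed to compounds in concentration-response for 18-24 h at 37 °C. Viability by CellTiter-Fluor fluorescence (Ex 405/Em 525) after 30 min; luciferase luminescence (BugLite, 15 min, RT) read afterwards.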
Nrf2 inh: Nrf2 pathway inhibition. Potency, µM (titrated, usually from 46 µM), inactives show top-dose activity change, negative = inhibition, most hits filed as inhibitors. A549 ARE-Fluc reporter, luciferase luminescence, 18-24 h. AID 504444. 360,000 compounds, 2.1% hits; note: potency is the fitted concentration of half-maximal effect; % is set by controls: 0 for no effect and ±100 for the full control effect; nearly all actives have a fitted effect of over 60% in size
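A549 ARE_Fluc cells, 5000/well, 5% FBS OPTI-MEM; compounds in dose-response, 18-24 h at 37 °C/5% CO2; CellTiter-Fluor viability read (Ex 405/Em 525), then BugLite luciferase luminescence = Nrf2 activity.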
Nrf2 activator: activators of Nrf2 (ARE) signaling | AREc32 ARE-luciferase reporter (MCF7-derived line), luminescence, 24 h | Potency, µM (titrated, usually from 46.1 µM), for inactives: at the highest dose activation, hits mostly activators | 410,000 compounds, 0.31% hits; note: potency is the fitted concentration of half-maximal effect; % of control where 0% means no effect; nearly all actives have a fitted effect of over 65% in size
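ARE activation measured as luciferase luminescence (Steady-Glo, 30 min RT) in AREc32_Fluc cells after 24 hr compound exposure at 37 deg C, 5% CO2; cells seeded overnight at 1000/well in OPTI-MEM, 5% FBS.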
S2 tox: viability counter-screen for ATXN expression inhibitors | S2 cells (HEK-293 line with an ATXN2-luciferase reporter) viability, CellTiter-Fluor protease fluorescence, 24 h | Potency, µM (top dose mostly 56.7 µM), hits mostly cytotoxic | 400,000 compounds, 0.49% hits; note: potency is the fitted concentration of half-maximal effect; nearly all actives have a fitted effect of over 40% in size
Numbers without * were called inactive; i = inactive; ? = inconclusive; . = no result given; & = joins results of further samples; [ ] = dose if it differs, or a comment. Unless noted, calls come from the whole dose curve; as a rule, active = well fitted curve in the direction sought with a large enough effect; inconclusive = small, poorly fitted or top-dose-only effect, or another doubt; inactive = no such curve, though single readings can be large; an effect the other way counts as inactive or inconclusive.

compound	Nrf2 activator	HepG2 tox	MCF10A rereplic	A549 tox	S2 tox	TGFb SMAD3 inh	Nrf2 inh	ATXN2 expr inh	IL-1B inflam inh
COc1ccccc1C(=O)NCC(=O)Nc1ccc2c(c1)OCO2	3.4%	0%	1%	-1%	i	-21%	1%	11%	-7
Cc1ccccc1CN1CCN(CC2CC2)CC1CCO (stereo not given)	-1.1%	-1%	20%	-2%	i	13%	4%	.	9
Cc1cccc(NC(=O)c2ccc3c(c2)C(=O)N(Cc2cccnc2)C3=O)c1C	-0.5%	-14%	10%	-3%	?	-6%	8%	4%	9
O=C(Nc1cccnc1)c1cc(-c2cccc(Cl)c2)on1	1.9%&16%	2%&-4%	?	1%&5%	i	3%&3%	-11%&23%	20%&25%	17
COc1ccc(-c2nc(CS(=O)CC(=O)N3CCOCC3)c(C)o2)cc1OC (stereo not given)	0.5%	-22%	-1%	-2%	i	4%	7%	5%	-6
COc1ccc(NC(=O)C(=O)N/N=C(\C)CC(=O)Nc2cc(C)ccn2)c(OC)c1	-0.4%	26%	0%	-8%	i	-7%	-13%	-10%	8
Cc1onc(-c2c(Cl)cccc2Cl)c1NC(=O)NN(C)c1ccc([N+](=O)[O-])cn1	0.1%	10%	5%	-13%	i	16%	5%	2%	-6
COc1ccc(C(=O)NCC(=O)N/N=C/C(C)=C/c2ccccc2)cc1OC	0.3%	0%	1%	-1%	i	-8%	1%	5%	12
Cc1ccc(S(=O)(=O)N2CCC(=O)N([C@H](COCc3ccccc3)Cc3ccccc3)CC2)cc1	2.1%	.	.	.	i	.	.	2%	13
Cc1cc(N2CCCCC2)nc(N2CCOCC2)n1	-0.7%	-12%	13%	?	i	-24%	3%	-7%	-10
C/C(=N\O)c1oc2ccc3c(C)cc(=O)oc3c2c1C	0.3%	-5%	1%	-3%	i	2%	5%	13%	-6
Cc1onc(-c2ccccc2Cl)c1C(=O)Nc1c(C)n(C)n(-c2ccccc2)c1=O	-0.8%	2%	-7%	-2%	i	2%	12%	1%	14
CCn1c(SCC(=O)Nc2ccc(S(=O)(=O)Nc3ccccn3)cc2)nnc1-c1ccncc1	-0.7%	-13%	-3%	1%	i	-1%	.	-33%	14
O=C1NC(NS(=O)(=O)c2ccc(Cl)cc2)(C(F)(F)F)C(=O)N1Cc1cccnc1 (stereo not given)	0.0%	20%	8%	-1%	i	2%	-2%	-3%	11
CCCn1c(CCC(=O)O)nc2cc(S(N)(=O)=O)ccc21	-1.2%	26%	0%	-1%	i	-3%	8%	.	11
Cc1ccc(Cn2ncc3c(N4CCOCC4)ncnc32)cc1	-0.4%	-2%	13%	-5%	.	7%	2%	.	7
CC(C)C(=O)Nc1cc2c(cc1C(=O)c1ccccc1)OCCO2	-0.3%	4%	2%	6%	i	-3%	?	0%	-10
CC(=O)Cc1nsc(NC(=O)c2ccc(Cl)cc2Cl)n1	2.5%	-1%	12%	1%	i	-1%	?	?	0
COc1ccccc1CNC(=O)CS(=O)(=O)c1ccc(C)cc1	0.0%	-13%	6%	0%	i	-10%	-13%	3%	14
Cn1cccc1/C=N/NC(=O)Cc1cccs1	1.9%	-2%	0%	6%	i	-10%	6%	10%	.
Nc1nncn1C(=O)c1cc(Br)ccc1Cl	0.1%	11%	0%	3%	i	1%	?	5%	-28
CC(=O)Nc1nonc1-c1nnc(SCC(=O)Nc2cccc(C)c2C)n1-c1ccccc1	3.3%	-14%	.	1%	i	3%	-4%	8%	.
Cc1cc(C)n(CC(=O)O)n1	-0.3%	16%	1%	6%	i	-5%	4%	-3%	0
COc1ccc(C2=CCCC2)c(OC)c1	-0.3%	19%	12%	-3%	i	-1%	4%	2%	4
COC1Cc2ccccc2N(C(=O)N2CCN(CCO)CC2)c2ccccc21 (stereo not given)	-0.5%	-2%	4%	-4%	?	11%	-1%	-19%	0
O=C(CN1C(=O)C2C3C=CC(C3)C2C1=O)Nc1nc(SCc2ccc(Cl)cc2)n[nH]1 (stereo not given)	1.6%	-21%	-183%[0.0737 µM]	-3%	i	15%	-12%	26%	-12
CCC(=O)N1c2ccccc2CC1C(=O)NCCCN1CCN(c2cc(C)ccc2C)CC1 (stereo not given)	0.6%	0%	.	-29%	?	-10%	.	-8%	.
O=C1CC(c2ccco2)CC2=C1C(c1cccnc1)n1nc(C(F)(F)F)nc1N2 (stereo not given)	.	-65%	.	-3%	.	-6%	-15%	.	.
CC1(C)CC(NC(=O)c2cc(COc3cccc(C(F)(F)F)c3)on2)CCO1 (stereo not given)	3.1%	-36%	-7%	3%	i	-12%	?	.	12
COCCNC(=O)CSc1nc2ccccc2nc1Cc1ccc(C)cc1	-0.9%	-24%	.	3%	i	0%	.	7%	.
COC(=O)CSc1nc2nc(C)c(Br)cc2[nH]1	-0.2%	-7%	4%	-8%	i	-2%	9%	0%	25
O=C(c1ccccc1)N(c1ccccc1)c1ccccc1O	-0.5%	-16%	22%	-3%	i	-24%	4%	-7%	20
O=C(Nc1ccccc1C(=O)N1CCOCC1)c1cccc(S(=O)(=O)N2CCCC2)c1	0.0%	5%	0%	1%	i	-1%	6%	6%	0
CC(=O)N1C(=O)CC(C)N(C(C)=O)c2ccc([N+](=O)[O-])cc21 (stereo not given)	0.1%	-2%	9%	-3%	i	6%	-15%	-6%	-3
CN(C)c1ccc(/C=C/c2nc3ccccc3c(=O)n2CCO)cc1	1.4%	-20%	16µM*	21%	.	23%	1%	-4%	-9
CC1(C)N=C(N)N=C(N)N1c1cccc(CN)c1	1.7%	10%	0%	0%	i	-2%	-13%	11%	-2
CCCNS(=O)(=O)c1ccc(CCC(=O)NCc2ccco2)cc1	2.4%	-17%	-1%	-3%	i	-3%	8%	-1%	-3
O=C(CN1CCN(c2ccccn2)CC1)Nc1ccc(OCc2ccccc2)cc1	2.5%	-23%	16%	-13%	i	?	21µM*	-12%	-10
CC(=O)c1c(N2CCN(C(=O)C3CCCO3)CC2)nc(=S)n(-c2ccccc2)c1C (stereo not given)	-0.3%	0%	5%	2%[1.84 µM]	i	1%	7%	8%	1
CCc1ccc(/C=N/NC(=O)c2cc(-c3ccncc3)nc3ccccc23)s1	3.8%	-23%	1µM*	-14%	i	?	?	-11%	38
COCCn1c(C)cc(C(=O)CSc2nc(C)c(C)c(C)n2)c1C	-0.3%	-1%	?	2%	i	-5%	-32%	-4%	-6
Cc1cccc(Nc2nc3c(S(=O)(=O)c4ccccc4)nnn3c3ccccc23)c1	0.1%	-4%	4%	1%	i	-2%	2%	-8%	3
CCCCOC(=O)Nc1nnc(CC(=O)NCc2ccccc2)s1	0.1%	-11%	?	-1%	i	11%	-14%	-24%	24
O=C(CN(C(=O)c1ccc2c(c1)OCCO2)c1ccccc1)NCC1CCCO1 (stereo not given)	-0.1%	2%	-14%	-9%	i	-4%	0%	-7%	5
COc1ccccc1Oc1coc2cc(OCC(N)=O)ccc2c1=O	0.0%	3%	2%	0%	i	-3%	6%	5%	1
CCn1cc(/C=N\NC(=O)c2ccccc2Cl)cn1	-0.3%	-12%	-6%	0%	i	0%	-1%	2%	14
COc1ccccc1C(=O)NCCC(=O)N1CCN(c2ccccc2O)CC1	-0.7%	-3%	-1%	-1%	i	-4%	-17%	-14%	-11
COc1ccc(C(=O)N=C2SC3CS(=O)(=O)CC3N2Cc2ccccc2)cc1OC (stereo not given)	-0.7%	-15%	0%	1%	i	2%	2%	-7%	?
CC1CCCN(S(=O)(=O)c2cccc(C(=O)OCC(=O)N(C)Cc3c(F)cccc3Cl)c2)C1 (stereo not given)	-0.2%	8%	3%	0%	i	-2%	-14%	2%	18
COc1ccc(NCC(=O)N/N=C2\CCc3ccccc32)cc1	3.2%	-9%	-1%	-3%	i	1%	11%	11%	-11
CCCC(=O)OCC(=O)c1[nH]c(C)c(C(C)=O)c1C	0.3%	20%	4%	0%	i	-21%	2%	-12%	5
COc1ccc(-c2ccnc(SCC(=O)N3CCOCC3)n2)cc1	0.0%	-37%	-1%	-2%	i	-4%	4%	17%	-10
CCCCOc1ccc(C(=O)NCCS(=O)(=O)N2CCN(c3ccccc3OC)CC2)cc1	-0.9%	-11%	.	-16%	.	?	.	.	.
O=C(NCCc1c[nH]c2ccccc12)c1cnccn1	3.5%	2%	-9%	5%	i	10%	?	27%	17
Cc1nc(CCNC(=O)c2ccccc2)cs1	-0.2%	-23%	0%	9%	i	?	10%	6%	-4
Cc1c(Cl)c([N+](=O)[O-])nn1CC(=O)NCc1ccco1	-0.2%	-12%	1%	-7%	i	?	-4%	6%	5
